TAG inh: triacylglycerol accumulation inhibition. H9c2 cells, Nile Red lipid (TAG) fluorescence; cells loaded with 200 µM oleic acid. inhibition, % at 12.5 µM. 230,000 compounds, 0.66% hits. AID 651582;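 active = pattern-corrected inhibition of lipid staining of at least 50% with the nuclear-stain viability signal not falling by more than 50%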;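 also: 0% = DMSO wells and 100% = triacsin C control wells; some results filed as inactive read as strong as hits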
TAG inh DAPI viability: second read-out of TAG inh, no call of its own (marks repeat the call); DAPI nuclei signal change (viability), lower = more cytotoxic, %;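 whole-well DAPI fluorescence read on a plate reader as a viability signal; minus 50 percent equals half of cells still viable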
Starred values were filed as active, the others as inactive. A portion of the library (hit frequency here may not be typical).

SMILES | TAG inh | TAG inh DAPI viability
O=C(/C(=C/c1cccc(Cl)c1)c1nc2ccccc2[nH]1)c1ccccc1 | 72 | -93
CCO/C(C)=N/n1c2nc3ccccc3nc2c2c(=O)n(CC(C)C)c(C)nc21 | 30 | -16
C#CCOCCOCCOCCNc1nc(N2CCN(C(=O)Cn3cc(CC(C)O)nn3)CC2)nc(N2CCN(C(=O)[C@H]([C@@H](C)CC)n3cc(CCCN=C(N)N)nn3)CC2)n1 (stereo not given in full) | -10 | 2
COc1cc(C2C(C(C)=O)=C(O)C(=O)N2c2ccc(Br)cn2)ccc1O (stereo not given) | 4 | -15
CS(=O)(=O)c1ccc(C(=O)OCC(=O)NC(=O)Cc2ccccc2)cc1 | -10 | 9
COc1ccc(C)cc1NC(=O)CN(C)S(=O)(=O)c1ccc2c(c1)c(=O)n(C)c(=O)n2C | 1 | -9
O=C(C1COc2ccccc2O1)N1CCN(c2ccccc2Cl)CC1 (stereo not given) | 8 | 3
CC(C)(C)NC(=O)NC(=O)CN1CCN(c2ccc(O)cc2)CC1 | -19 | 7
O=C(Nc1ccc(C(=O)N2CCOCC2)cc1)Nc1cccc(Cl)c1 | 10 | -2
Cc1ccc(NC(=O)CSCC(=O)Nc2cc(Cl)ccc2N2CCOCC2)cc1 | 9 | -2
COc1ccc(Cl)cc1C(=O)Nc1ccc(NC(C)=O)cc1 | 1 | -3
Cc1ccc(S(=O)(=O)N2CCOCC2)cc1NC(=O)COC(=O)Cc1ccc(Cl)cc1 | 0 | 1
COc1ccc(CNC(=O)c2ccc3c(c2)N(C)C(=O)CS3=O)cc1 (stereo not given) | -19 | -1
O=C(CC(=O)NCc1cccnc1)NCc1cccnc1 | 11 | -10
CCCCOc1ccc(CNC(=O)NS(=O)(=O)c2ccc(OCC)cc2)cc1 | 23 | 0
O=C(Nc1ccccc1[N+](=O)[O-])c1nc[nH]c1C(=O)NCCO | 26 | -11
O=C(CCCn1c(=O)[nH]c2cc(Cl)ccc2c1=O)NC1CCCCCCC1 | 16 | 5
COc1ccc(N/C(N)=N/c2nc(C)cc(C)n2)c(OC)c1 | -23 | -9
CCOC(=O)N1CCC(NS(=O)(=O)c2ccc(NC(C)=O)c(Cl)c2)CC1 | -14 | -1
CN(C)C(=S)NC1(C)CCS(=O)(=O)C1 (stereo not given) | -11 | -2
Cc1ccc2nc(C)cc(N3CCOCC3)c2c1 | 11 | 1
CCCCN(C(=O)Cc1ccc(S(=O)(=O)N2CCOCC2)s1)c1ccccc1 | 10 | -4
CC(=O)Oc1ccc(/C=C/c2nc3ccccc3c(=O)o2)cc1 | 10 | -7
CCCNC(=O)C1(C)CCN(C(=O)c2oc3ccccc3c2C)C1 (stereo not given) | 10 | -6
Cc1cccc(C)c1NC(=O)Cn1nnc(-c2ccc(CN3CCC(C)CC3)cc2)n1 | 4 | -8
COc1ccc(COC(=O)C2CC(=O)N(Cc3ccccc3)C2)cc1 (stereo not given) | 4 | 2
O=C(O)CC/C(=C\c1ccccc1[N+](=O)[O-])c1nc2ccccc2s1 | -9 | -2
Cn1c(=O)n(CCN2CCOCC2)c(=O)c2c1nc1n2CCN1c1ccc(Oc2ccccc2)cc1 | 11 | 7
CC1CCCC(NC(=O)CSc2cccc[n+]2[O-])C1C (stereo not given) | 9 | -4
O=C1CCCC2=C1C1(CCCCC1)N=C(Nc1nc3ccccc3o1)N2 | 14 | 9

One compound at a time, from the list above. Order of values: TAG inh, TAG inh DAPI viability
Cn1c(=O)n(CCN2CCOCC2)c(=O)c2c1nc1n2CCN1c1ccc(Oc2ccccc2)cc1 in the list: 11, 7
CC1CCCC(NC(=O)CSc2cccc[n+]2[O-])C1C (stereo not given) in the list: 9, -4
CC(=O)Oc1ccc(/C=C/c2nc3ccccc3c(=O)o2)cc1 in the list: 10, -7
O=C1CCCC2=C1C1(CCCCC1)N=C(Nc1nc3ccccc3o1)N2 in the list: 14, 9

Next section
SMILES | TAG inh | TAG inh DAPI viability
CCOc1ccc2nc(N3CCCC(C(=O)NCC4CCCO4)C3)sc2c1 (stereo not given) | 4 | 7
O=C(c1cnc2ccc3ccccc3c2c1)c1cc(F)ccc1O | 6 | -9
CCOC(=O)c1[nH]c(C)c(C(=O)OCc2c(C)noc2C)c1C | -3 | 7
Cc1cc(C)n2nc(C(=O)OC(C)C(=O)c3cc(C)c(C)cc3C)nc2n1 (stereo not given) | -2 | 0
C/C(=N\O)c1cc(Cl)ccc1O | 2 | -8
Cc1cccc([C@H]2[C@@H]3C=CCC[C@@H]3C(=O)N2Cc2ccccc2)c1 | 0 | -4
CCOC(=O)C(Cc1ccc(Cl)cc1Cl)c1ccno1 (stereo not given) | -6 | 1
COc1ccccc1N1CCN(C(=O)CN2C(=O)c3ccccc3S2(=O)=O)CC1 | -1 | -2
CCC(C)(C)C1CCC2(CC1)NC(=O)N(CC(=O)N1CCN(C(=O)c3ccco3)CC1)C2=O (stereo not given) | 16 | -10
O=C(Cc1cccs1)Nc1ccc(F)c(S(=O)(=O)N2CCOCC2)c1 | 3 | -6
O=C(CSc1nnc(Cn2nnc(-c3ccccc3)n2)n1-c1ccccc1)Nc1ccccc1 | 23 | -3
O=C(COc1ccccc1)Nc1ccccc1N1CCCCC1 | -52 | -3
O=C(NNC(=O)c1ccccc1Cl)c1ccccc1Cl | -1 | 6
COC(=O)c1ccccc1S(=O)(=O)N1CCC(C(=O)NC2CCCCC2C)CC1 (stereo not given) | 17 | -2
C=CCNC(=O)C(=O)NCC1CCCN1CC (stereo not given) | 12 | -5
Cc1c(-c2ccccc2)nc2ccccc2c1C(=O)OCC(=O)Nc1ncc(C(F)(F)F)cc1Cl | -13 | -4
Cc1nnc(NC(=O)CSC2CCCCC2)s1 | -4 | -8
CCN(CC)S(=O)(=O)c1ccc(NC(=O)C(C)N(c2ccccc2)S(C)(=O)=O)cc1 (stereo not given) | 14 | -7
CCOc1ccccc1N(C(=O)Nc1ccc(Cl)cc1)C1=NC(C)CS1 (stereo not given) | -3 | -9
COc1ccc(NC(=O)CN(C)C(=O)CSc2ccc(Br)cc2)cc1 | -43 | -3
CN(C)C(=S)Oc1ccccc1-c1ccccc1OC(=S)N(C)C | 2 | -8
CC(=O)c1c(N2CCOCC2)nc2ccc(Br)cc2c1-c1ccccc1 | 11 | -2
COc1ccccc1N(CC(=O)NCc1ccccc1)C(=O)CCC(=O)Nc1cc(C)ccn1 | 8 | -11
Cc1cc(S(=O)(=O)Nc2ccc(C(=O)NCC3(N(C)C)CCCCC3)cc2)ccc1F | -17 | 5
O=C(NC1CC1)C1=C[C@H](C2CCCCC2)C[C@H](OCc2ccc(CO)cc2)O1 | -63 | -16
COc1ccc(S(=O)(=O)NCC2CCCN(C(=O)c3sccc3C)C2)cc1 (stereo not given) | 4 | -7
COc1ccnc(Oc2ccccc2)c1C(=O)N/C=N/OCc1ccccc1 | -6 | -2
CCN(C[C@H]1N[C@@](C)(C(=O)OC)[C@H]2C(=O)N(C)C(=O)[C@@H]12)S(=O)(=O)c1ccccc1 | -2 | -4
CCC1CCCCN1C(=O)CNCC1CCCO1 (stereo not given) | 1 | 3
O=S(=O)(Cc1ccccc1)NCCc1ccc(F)cc1 | -2 | 0
Cc1ccc(NC(=O)Cn2c(=O)oc3cc(S(=O)(=O)N4CCC(C)CC4)ccc32)cc1C | -1 | 6
O=C(CSc1nnc(CNC(=O)c2cccs2)o1)NC1CCCC1 | 1 | -5
Cc1ccc(NC(=S)N(CCCN2CCN(C)CC2)Cc2cccs2)cc1C | 9 | 3
O=C(NCC1CC1)c1onc(CSc2nc3ccccc3[nH]2)c1C(=O)NCC1CC1 | 23 | -10
CC(C)c1ccc(NC(=O)Nc2nc(C(N)c3ccccc3Cl)cs2)cc1 (stereo not given) | 17 | -9
COc1ccc(C(=O)NCCS(=O)(=O)N2CCN(C(=O)c3ccco3)CC2)cc1 | -2 | 2
O=C(CCc1nc2ccccc2c(=O)[nH]1)Nc1ccc(F)c([N+](=O)[O-])c1 | 2 | -5
O=C(Cn1cc(C(F)(F)F)ccc1=O)N/N=C/c1ccc(Cl)cc1 | 8 | 5
O=C1c2ccccc2NC(c2ccccn2)N1NS(=O)(=O)c1ccccc1 (stereo not given) | -3 | 24
COc1cccc(Sc2ccccc2CN(C)C)c1 | 1 | 11

Sorted by molecular weight (low to high): part of the list above.
SMILES | TAG inh | TAG inh DAPI viability
CCC1CCCCN1C(=O)CNCC1CCCO1 (stereo not given) | 1 | 3
COc1ccc(COC(=O)C2CC(=O)N(Cc3ccccc3)C2)cc1 (stereo not given) | 4 | 2
O=C(C1COc2ccccc2O1)N1CCN(c2ccccc2Cl)CC1 (stereo not given) | 8 | 3
Cc1cc(S(=O)(=O)Nc2ccc(C(=O)NCC3(N(C)C)CCCCC3)cc2)ccc1F | -17 | 5
COc1ccc(C)cc1NC(=O)CN(C)S(=O)(=O)c1ccc2c(c1)c(=O)n(C)c(=O)n2C | 1 | -9
O=C(CSc1nnc(Cn2nnc(-c3ccccc3)n2)n1-c1ccccc1)Nc1ccccc1 | 23 | -3
Cc1c(-c2ccccc2)nc2ccccc2c1C(=O)OCC(=O)Nc1ncc(C(F)(F)F)cc1Cl | -13 | -4

Other results
SMILES | TAG inh | TAG inh DAPI viability
COc1ccc(OCCn2cc(/C=N/NC(=O)c3ccncc3)c3ccccc32)cc1 | -1 | -1
CCOC(=O)N1CCC(NC(=O)CCCN2C(=O)CSc3ncccc32)CC1 | -7 | 1
C=CC[C@H](CC(=O)NCCO)C(=O)N[C@@H](C)COC(=O)[C@H](CC=C)CC(=O)OC(C)(C)C | -8 | 9
COc1ccc(C(=O)Cn2c(Cl)nc3c2c(=O)n(C)c(=O)n3C)cc1 | -11 | 6
Cc1ccc(/C=C/C(=O)O)cc1S(=O)(=O)NCc1cccnc1 | 7 | 0
CCc1cccc(CC)c1N(COC)C(=O)Cn1cnc2ccccc21 | -3 | 10
Cc1ccc(S(=O)(=O)N2[C@@H](c3ccc4c(c3)OCO4)C(C(=O)O)=C[C@H]2C(C)(C)C)cc1 | -5 | -10
COC(=O)c1cc2c(C(F)(F)F)nn(C)c2s1 | 12 | -6
CC(CNC(=O)CCC(=O)N1CCOc2ccccc21)c1ccccc1 (stereo not given) | 0 | -8
N=c1n(CCN2CCOCC2)c2ccccc2n1CC(=O)c1ccc(Cl)c(Cl)c1 | 35 | 3
CNC(=O)C1=C(C)NC(=S)NC1c1cccs1 (stereo not given) | 5 | -5
Cc1cc([N+](=O)[O-])ccc1N=Nc1c(N)[nH]n(-c2ccccc2)c1=O | 19 | -2
CN(CC(=O)Nc1ccc(F)c(F)c1F)C(=O)c1ccc(N2CCCC2=O)cc1 | -5 | 1
CSc1ncccc1C(=O)NC1CC(C)(C)Cc2c1cnn2-c1ccccc1C (stereo not given) | 6 | 2
CCn1nnc2cc(C(=O)Nc3cc(OC)cc(OC)c3)ccc21 | 7 | 4
CCN(CC)C(=O)C1=C(C)N(Cc2ccccc2)C(=O)C(CC(=O)NCC2CCCCC2)C1 (stereo not given) | -5 | -2
Cc1cc(C)nc(NS(=O)(=O)c2ccc(NC(=O)CCC3COc4ccccc4O3)cc2)n1 (stereo not given) | 4 | 7
COCCNC(=O)CCC(=O)NNc1nc2ccccc2c2nc(C)nn12 | -4 | 5
Cc1sc2ncnc(N3CCCCC3C)c2c1C (stereo not given) | -22 | -1
Cn1c(N)c(S(=O)(=O)N2CCCC2)c(=O)n(C)c1=O | -10 | -1
Cc1ccc(N2C(=O)N(CC(=O)Nc3c(C)cc(C)cc3Cl)C(=O)C2C)cc1 (stereo not given) | 34 | 2

High-throughput results: PubChem, Sanford-Burnham Center for Chemical Genomics
